# Screens deposited in PubChem BioAssay by National Center for Advancing Translational Sciences (NCATS).
# RXFP1 ag: agonists of human relaxin receptor RXFP1; Q9HBX9; HEK293T-RXFP1 cAMP TR-FRET, 30 min; response scale: percent of porcine relaxin response, buffer zero; Potency, µM (doses to about 57.5 µM), for the others: at the top dose activation, actives largely listed as activators; 370,000 tested, 0.3% active; AID 2676; active = well fitted activation curve with a large enough effect; inconclusive = small, poorly fitted or top-dose-only effect; note: nearly all actives have a fitted effect of over 60% in size; many of its hits are not listed in these tables
# Target sequence (Q9HBX9 whole entry, looked up): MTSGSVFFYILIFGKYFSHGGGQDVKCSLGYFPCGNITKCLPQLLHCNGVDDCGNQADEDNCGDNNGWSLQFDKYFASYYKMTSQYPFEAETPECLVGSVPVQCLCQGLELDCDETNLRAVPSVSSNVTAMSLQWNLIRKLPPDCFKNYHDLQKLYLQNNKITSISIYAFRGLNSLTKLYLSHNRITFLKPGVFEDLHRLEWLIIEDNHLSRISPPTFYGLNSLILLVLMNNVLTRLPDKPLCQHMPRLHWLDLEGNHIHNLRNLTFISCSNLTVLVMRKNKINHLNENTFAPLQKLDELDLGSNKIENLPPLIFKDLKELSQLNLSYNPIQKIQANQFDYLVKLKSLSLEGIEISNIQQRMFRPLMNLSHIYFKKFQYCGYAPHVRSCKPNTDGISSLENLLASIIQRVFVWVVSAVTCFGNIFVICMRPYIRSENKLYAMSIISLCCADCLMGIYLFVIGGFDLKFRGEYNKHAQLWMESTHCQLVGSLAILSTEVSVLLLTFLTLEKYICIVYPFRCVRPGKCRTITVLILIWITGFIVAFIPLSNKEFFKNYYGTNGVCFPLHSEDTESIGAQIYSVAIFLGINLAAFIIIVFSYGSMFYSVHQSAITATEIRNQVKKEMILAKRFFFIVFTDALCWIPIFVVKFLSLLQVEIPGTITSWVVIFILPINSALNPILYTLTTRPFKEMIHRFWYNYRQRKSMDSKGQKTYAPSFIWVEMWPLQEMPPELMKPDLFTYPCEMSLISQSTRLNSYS
#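 HEK293 cells stably expressing RXFP1, treated 30 min at 37C with compounds plus PDE4 inhibitor Ro 20174; cAMP measured by HTRF TR-FRET. Normalized to buffer and 29 nM porcine relaxin; EC50 by Hill fit.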
# Numbers without * were called inactive; ? = inconclusive; [ ] = dose if it differs, or a comment. % is set by controls: 0 for no effect and ±100 for the full control effect; potency is the fitted concentration of half-maximal effect.
Molecule | RXFP1 ag
CC1=CC(=Nc2c(C)n(C)n(-c3ccccc3)c2=O)C=CC1=O | -6.2%
COc1cc(NC(=O)c2cc(-c3cccnc3)nc3ccc(C)cc23)c(OC)cc1Cl | -0.1%
CCCn1c(SCC(=O)NC(=O)NCc2ccco2)n[nH]c1=O | 1.1%
c1ccc(Cc2ccc(OCCCNC3CCCC3)cc2)cc1 | -1.6%
O=C(/C=C/c1ccc(F)cc1)Nc1nc2ccccc2[nH]1 | 1.4%
O=C(c1cccs1)[C@@H]1[C@@H]2C(=O)N(Cc3ccc4c(c3)OCO4)C(=O)[C@@H]2C2c3ccccc3C=CN21 (stereo partly specified) | -0.3%
O=C(NCCc1ccccc1)C(=O)NCC1CCNCC1 | -1.3%
CCN(CC)c1ccc(/C=N/NC(=O)C(O)(c2ccccc2)c2ccccc2)o1 | 1.2%
COC(=O)c1c(-c2ccc(OC)cc2)sc2ccccc12 | 3.1%
CN(C)c1ccc(/C=C2\C(=N)N3C(=NC2=O)Sc2cc(S(C)(=O)=O)ccc23)cc1 | 4.5%
Cc1nc2ccccc2c(=O)n1/N=C/c1ccc([N+](=O)[O-])o1 | ?
Cc1cc2nc(-c3ccc(SCC(=O)NC(C)C)nc3)[nH]c2cc1C | 5.6%
O=C(O)c1ccc2c(c1)C(=O)N([C@H](Cc1ccc(Cl)cc1)C(=O)O)C2=O | 0.6%
Nc1c2c(nc3ccc(Br)cc13)N(C1CCCCC1)CC2 | 6.9%
O.O.O.O=S(=O)([O-])OC[C@H]1O[C@@H](O[C@]2(COS(=O)(=O)[O-])O[C@H](OS(=O)(=O)[O-])[C@@H](OS(=O)(=O)[O-])[C@@H]2OS(=O)(=O)[O-])[C@H](OS(=O)(=O)[O-])[C@@H](OS(=O)(=O)[O-])[C@@H]1OS(=O)(=O)[O-].[Al] | 3.2%
Cc1cc(Oc2ccccc2)nc2ccc(O)cc12 | 3.6%
COc1ccc(Nc2cc(C(=O)NCc3ccccn3)c3ccccc3n2)c(OC)c1 | 1.9%
CN(C)CCCN1C(=O)C(=O)/C(=C(/O)c2ccc(OCc3ccccc3)cc2)C1c1cccnc1 (stereo unspecified) | 1.4%
CNc1nc(SC)n(C)c(=O)c1N=O | -46.3%[inhibitor]
Oc1ccc(COc2cccc3ccccc23)c2cccnc12 | -1.6%
COc1ccc(-c2nnc3sc(-c4ccccn4)nn23)cc1 | 3.5%
Cc1ccc(-c2nc3ccccc3n3c(C)nnc23)cc1 | 2.8%
CC1CCCN(c2nc3c(c(=O)[nH]c(=O)n3C)n2CCSc2ncccn2)C1 (stereo unspecified) | 0.0%
CCCCC(CC)Cn1c2nc3ccccc3nc2c2c(=N)oc(C)nc21 (stereo unspecified) | 4.4%
COc1ccc(O[C@H]2C=C[C@@H](c3ccccc3)O[C@@H]2COC(=O)CC/C(C)=N/O[C@@H](C)CN2CCCCc3nc(C)c(C)cc32)cc1 | 1.3%
CC1(C)CC(NC(=S)NCc2ccc3c(c2)OCO3)CC(C)(C)N1 | 5.8%
COc1ccc(C(OCC2CO2)c2ccc(OC)cc2)cc1 (stereo unspecified) | 0.7%
CC(=O)Nc1nc2c(c3c1c(=O)oc1ccccc13)CCCCC2 | 2.9%
O=c1[nH]c2cc3c(cc2cc1C(c1nnnn1CC1CCCO1)N1CCCCCC1)OCO3 (stereo unspecified) | 4.4%
CCCC[C@]12Cc3cc(C#N)ccc3C(O1)c1c(cc(C)n(-c3ccccc3)c1=O)O2 | 0.3%[11.5 µM]
Cc1ccc(NC(=O)c2snc3c(=O)[nH]cnc23)cc1C | 0.0%
CCCCN1C(=O)/C(=C/C=C2\N(C)c3ccccc3C2(C)C)SC1=S | -1.2%
COc1cc2c(cc1OC)C1O[C@](CCCCN3C(=O)c4ccccc4C3=O)(C2)OC2=C1C(=O)c1ccccc1C2=O | -0.9%[11.5 µM]
Cc1ccccc1NC(=O)c1nc2nccc(C)n2n1 | 0.6%
CCCN1C(=O)/C(=C/c2ccc(C)o2)NC1=S | -2.2%
CN(CCOC(=O)CN1C(=O)c2ccccc2C1=O)C1=NS(=O)(=O)c2ccccc21 | 5.7%
CCc1cc2c(=O)c(-c3cscn3)coc2cc1OC | 1.1%
CCOc1ccc(-c2nc(-c3ccc(OC)c(OC)c3)no2)cc1OCC | 1.6%
CN(Cc1ccccc1NC(=O)c1ccc(S(=O)(=O)N(C)C)cc1)C1CCCCC1 | 4.6%
Cc1ccc(S(=O)(=O)NN2C(=O)/C(=C/c3cccn3C)SC2=S)cc1 | 0.8%
COc1ccc(C(CC(=O)N2CCN(c3ccccc3)CC2)c2c(OC)cc(OC)c3c(-c4ccccc4)cc(=O)oc23)cc1 (stereo unspecified) | 2.5%
CCOC(=O)C1=NN(C(=O)c2cccc(Br)c2)C(O)(C(C)(C)C)C1 (stereo unspecified) | 1.6%
C#CCOCCOCCOCCNc1nc(N2CCN(C(=O)[C@H](CCCCN)n3cc(C(N)CO)nn3)CC2)nc(N2CCN(C(=O)[C@H](CCC(=O)O)n3cc(C(N)CC(C)C)nn3)CC2)n1 (stereo partly specified) | -5.1%
O=C(NCc1nc2ccccc2[nH]1)C1=C[C@@H](c2ccc3c(c2)OCO3)C[C@@H](OCc2ccc(CO)cc2)O1 | -2.4%
Cc1noc(C)c1S(=O)(=O)Nc1ccc(C(=O)N2CCC(C)CC2)cc1 | 0.5%
CCOc1ccccc1Nc1nc(-c2sc(NC(=O)c3ccccc3)nc2C)cs1 | 0.6%
CC(=O)OCCCN1C(=O)c2cccc3cc(Br)cc(c23)C1=O | ?
COc1ccc([C@]23Cc4cc(C#N)ccc4C(O2)C2=C(CC4(CCCCC4)OC2=O)O3)cc1 | -0.2%[11.5 µM]
CC1CCN(C(=O)C2CCN(CCCc3ccccc3)CC2)CC1 | 0.8%
COc1cc(C)c(Cl)cc1S(=O)(=O)NCc1ccncc1 | 0.6%

# (more compounds)
Molecule | RXFP1 ag
COc1cc(/C=C2/C(=O)N(c3ccccc3)N=C2C)ccc1OS(=O)(=O)c1ccccc1 | 3.2%
O=C(Nc1ccc(Cl)cc1)/C(=C/c1ccc([N+](=O)[O-])cc1)c1nc2ccccc2s1 | 1.1%
COc1ccc(-c2nnc3sc(-c4ccc(Br)o4)nn23)cc1OC | 4.6%
CNCCCOc1ccc(C(C)(C)c2ccccc2)cc1 | -0.4%
O=C(O)C(Cc1ccccc1)N1C(=O)/C(=C/c2cccc3ccccc23)SC1=S (stereo unspecified) | 0.6%
Nc1ncn(C2O[C@H](CO)[C@@H](O)[C@H]2O)c(=O)n1 (stereo partly specified) | -1.2%
CC(C)(C)n1nc2c(c1NC(=O)Cc1cccs1)CSC2 | 0.0%
CC(=O)c1ccc(N2CCN(C(=O)c3ccc4c(Cl)c5c(nc4c3)CCCC5)CC2)cc1 | 4.9%
CCCOc1ccc(/C(O)=C2/C(=O)C(=O)N(CCN(CC)CC)C2c2ccncc2)cc1 (stereo unspecified) | 1.6%
Cc1ccccc1Nc1nc(-c2sc(NC(=O)c3cccc(Cl)c3)nc2C)cs1 | -0.2%
O=C(Nc1ccccc1-c1ccccc1)C(=O)Nc1ccccc1-c1ccccc1 | 0.2%
Cc1ccc2nc3c(cc(C(=O)NCc4cccnc4)c(=N)n3C(C)C)c(=O)n2c1 | 3.5%
O=C(/C=C/c1ccco1)c1ccc(O)cc1 | -0.1%
CCCn1nnnc1SCC(=O)NNC(=O)C1CCCCC1 | 1.5%
COc1ccc2nc(/C=N/NC(=O)[C@H](C)NC(=O)OC(C)(C)C)ccc2c1 | 1.2%
COc1cc2c(cc1OC)C1O[C@](c3ccsc3)(C2)Oc2cc(C)n(Cc3ccccc3)c(=O)c21 | 0.3%[11.5 µM]
COc1ccccc1-c1nn2c(-c3ccccc3Cl)nnc2s1 | 3.2%
Clc1ccc2nc(NC3=NCN(CCN4CCOCC4)CN3)nc(-c3ccccc3)c2c1 | -1.4%
CCCCc1ccc(-c2nc(NC(=O)C3C4CCC(O4)C3C(=O)O)sc2C)cc1 (stereo unspecified) | 1.0%
COc1ccc(C2C(C#N)=C(N)N3C(=C2C#N)Sc2ccccc23)cc1 (stereo unspecified) | 5.2%
Cc1ccc2nc3nc(NCC4CCCO4)c(C(=O)NC4CCCCC4)cc3c(=O)n2c1 (stereo unspecified) | 3.8%
Cc1ccc(S(=O)(=O)NC(=O)c2ccc(-c3ccc(-c4ccccc4)cc3)o2)c(C)c1 | 3.0%
Cn1c(=O)c2c(nc(NCc3ccccc3)n2Cc2ccc(F)cc2)n(C)c1=O | -0.1%
O=C1NC(=O)[C@@H]2C3c4ccccc4C=CN3[C@H](C(=O)c3cccs3)[C@H]12 (stereo partly specified) | 1.8%
CCOC(=O)N1CCN(C(=O)c2nn(-c3cc(OC)cc(OC)c3)c(=O)c3ccccc23)CC1 | 1.9%
Cc1cc(C=O)c2c(c1)C=CC1(Oc3ccccc3C(=O)N1C)O2 (stereo unspecified) | 0.1%
COc1cc2c(cc1OC)C1O[C@](CCCCN3C(=O)c4ccccc4C3=O)(C2)Oc2cc(C)n(Cc3ccccc3)c(=O)c21 | 3.3%[11.5 µM]
C#CCOCCOCCOCCNc1nc(N2CCN(C(=O)[C@H]([C@@H](C)CC)n3cc([C@@H](N)Cc4ccc(O)cc4)nn3)CC2)nc(N2CCN(C(=O)[C@H](CCCCN)n3cc([C@@H](N)CC(C)C)nn3)CC2)n1 | 0.9%
O=C(NS(=O)(=O)c1ccccc1Cl)c1ccc[nH]1 | 1.5%
CCN1CCN(CCNC(=O)C2CCN(Cc3nc(-c4ccc(Cl)cc4)oc3C)CC2)CC1 | 2.0%
O=C(Nc1ccc(Cl)c(Cl)c1)Nc1cc(C(=O)NC2CC2)ccc1Cl | -0.4%
Brc1cc2c(cc1/C=N/Nc1nc(N3CCCCC3)nc(N3CCCCC3)n1)OCO2 | 0.0%
O=C(O)c1cc(-c2ccc(/C=c3\sc4nc5ccc(Br)cc5n4c3=O)o2)ccc1Cl | 5.6%
C/C(=N\O)C1CCCCC1 | 1.6%
Cn1c2ccccc2n2c(=O)c(=O)n(CC(=O)N3CCCc4ccccc43)nc12 | 1.7%
COc1cc2c(cc1OC)[C@@H]1O[C@](c3ccsc3)(C2)Oc2cc(C)n(-c3ccccc3)c(=O)c21 | 3.5%[11.5 µM]
CC(=C\c1ccccc1)/C=C1/SC(=S)N(CCC(=O)Nc2ccccn2)C1=O | 0.9%
CC(=O)c1ccc(-c2csc(N3CCC(C(N)=O)CC3)n2)cc1 | 5.8%
Nc1nc2n(n1)C1(CCCCC1)C1=C(CCCC1)N2 | 1.1%
COCCN1CN=C(Nc2nc(C)c3ccc(C)cc3n2)NC1 | -0.9%
COc1ccc(CN2C(=O)/C(=C/c3ccc(-c4ccc(Cl)c(C(=O)O)c4)o3)SC2=S)cc1 | 0.4%
CCCCn1nc(-c2ccccc2)c2nc3ccccc3nc21 | -1.0%

# In the list so far, these contain a Cl atom:
Molecule | RXFP1 ag
COc1cc(NC(=O)c2cc(-c3cccnc3)nc3ccc(C)cc23)c(OC)cc1Cl | -0.1%
O=C(O)c1ccc2c(c1)C(=O)N([C@H](Cc1ccc(Cl)cc1)C(=O)O)C2=O | 0.6%
COc1cc(C)c(Cl)cc1S(=O)(=O)NCc1ccncc1 | 0.6%
O=C(Nc1ccc(Cl)cc1)/C(=C/c1ccc([N+](=O)[O-])cc1)c1nc2ccccc2s1 | 1.1%
CC(=O)c1ccc(N2CCN(C(=O)c3ccc4c(Cl)c5c(nc4c3)CCCC5)CC2)cc1 | 4.9%
Cc1ccccc1Nc1nc(-c2sc(NC(=O)c3cccc(Cl)c3)nc2C)cs1 | -0.2%
COc1ccccc1-c1nn2c(-c3ccccc3Cl)nnc2s1 | 3.2%
Clc1ccc2nc(NC3=NCN(CCN4CCOCC4)CN3)nc(-c3ccccc3)c2c1 | -1.4%
O=C(NS(=O)(=O)c1ccccc1Cl)c1ccc[nH]1 | 1.5%
CCN1CCN(CCNC(=O)C2CCN(Cc3nc(-c4ccc(Cl)cc4)oc3C)CC2)CC1 | 2.0%
O=C(Nc1ccc(Cl)c(Cl)c1)Nc1cc(C(=O)NC2CC2)ccc1Cl | -0.4%
O=C(O)c1cc(-c2ccc(/C=c3\sc4nc5ccc(Br)cc5n4c3=O)o2)ccc1Cl | 5.6%
COc1ccc(CN2C(=O)/C(=C/c3ccc(-c4ccc(Cl)c(C(=O)O)c4)o3)SC2=S)cc1 | 0.4%

# Only part of the results is shown. The share of hits here may be higher or lower than overall.
